Source: PubChem BioAssay (National Center for Advancing Translational Sciences (NCATS))
S3 lipid droplet: qHTS Assay for Lipid Storage Modulators in Drosophila S3 Cells; AID 2685; Potency in µM for hits, for the others lipid storage change, negative = inhibition, % at the top dose, mostly 46.1 µM; 320,000 tested, 0.64% active; Drosophila S3 cells, BODIPY lipid droplet fluorescence, 18-24 h; cells fed with added oleic acid; active = well fitted inhibition curve with a large enough effect in the signal ratio, with a control signal flat, not every such curve was filed as active; inconclusive = small, poorly fitted or top-dose-only effect, or effect the other way, or a change in a side signal; the % refers to the signal ratio
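Drosophila S3 cells loaded with oleic acid (400 uM, as added) and compounds at several concentrations; lipid droplets imaged by 488-nm laser-scanning cytometry, 500–530 nm intensity and object ratio to cell channel. Percent activity normalized to 20 uM Triacsin C.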
S3 lipid droplet cell count max: second read-out of S3 lipid droplet, no call of its own (marks repeat the call); cell number change, %; measured here: cell count max response;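 cells counted by Cell Tracker Red CMTPX staining in the red channel; peak over a dose series mostly up to 46.1 µM; percent activity relative to internal control wells on each plate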
The depositor's hits bear a star; i = inactive; u = inconclusive; x = no result given; [ ] = dose if it differs, or a comment. % is scaled to controls: 0 for no effect and ±100 for the full control effect; potency is read from the fitted curve at half-maximal effect. These rows are one share of the data, so the mix of outcomes need not match the whole.

The line under a structure holds: S3 lipid droplet cell count max | S3 lipid droplet
- CC1(C)CC(=O)C2=C(C1)N(CC1CCCO1)C(=O)C2(NC(=O)c1cccnc1)C(F)(F)F (stereo not given)
    x | u
- CCOC(=O)Cn1c2ccc(C)cc2c2nc(C)sc21
    4 | 0%
- CCCCCCc1ccc(OC(=O)c2ccncc2)cc1
    x | u
- CN1CCN(S(=O)(=O)c2ccc3c(c2)OCCO3)CC1
    x | u
- CC(C)n1ncc2c(C(=O)N3CCN(Cc4ccc(Cl)s4)CC3)cc(C3CC3)nc21
    x | u
- COCCNc1nc(C)c(C(C)=O)s1
    x | u
- CC1CCCN(C(=O)c2ccc(COc3ccccc3Br)cc2)C1 (stereo not given)
    x | u
- CCOc1ccc(N2C(=O)CC(Sc3ncccn3)C2=O)cc1 (stereo not given)
    x | i
- COc1ccccc1-n1c(SCC(N)=O)nc2sc3c(c2c1=O)CCC3
    x | u
- CNc1c([N+](=O)[O-])cnn1-c1cccc(Cl)n1
    x | u
- CSc1ccc(CCNS(=O)(=O)c2c(C)[nH]c(C)c2C(=O)N2CCCCC2)cc1
    x | u
- COCCSc1ccccc1C(=O)Nc1ccc2c(c1)OCCO2
    x | u
- O=C(NCc1ccco1)C1CCN(S(=O)(=O)Cc2ccccc2)CC1
    -2 | -1%
- COc1ccc(C2OCC3(CO2)SC(=O)NC3=O)cc1 (stereo not given)
    x | u
- O=S1(=O)CCO[C@H]2Cc3ccccc3[C@H]2N1Cc1ccccc1F
    x | u
- COc1ccc(N=Cc2sc3ccccc3c2Cl)cc1
    -5 | 3%
- Cc1ccc(CS/C(Nc2ccccc2C)=C(\C#N)C(=O)NCc2ccco2)c(C)c1
    x | u
- O=S(=O)(c1ccc2c(c1)CCCN2)N1CCCC1
    0 | 11%
- Cc1ccc(NC(=O)CN(C)CC(=O)Nc2cccc(F)c2)cc1[N+](=O)[O-]
    x | u
- Cc1ccc(S(=O)(=O)Nc2ccc3c(c2)nc(CCN2CCOCC2)n3C)cc1
    x | u
- Cc1cc(C)c(NC(=O)Cn2nnc(C(=O)NCc3cccs3)c2N)c(C)c1
    10 | -6%
- CCCCn1nnc(NC(=O)c2ccc(-c3cccc([N+](=O)[O-])c3)o2)n1
    x | u
- Cn1nc(OC(=O)Nc2ccc(F)cc2)cc1C(F)(F)F
    -4 | -14%
- O=C(c1ccc(CS(=O)Cc2ccc(Cl)cc2)o1)N1CCN(c2ccccc2)CC1 (stereo not given)
    x | u
- CC1(C)CNc2cc(N)ccc2S1
    x | u
- CC(=O)OCc1c(C)cc(C)c(/C=C(/C#N)C(N)=O)c1C
    1 | -1%
- COC(=O)CCC(=O)Nc1cccc([N+](=O)[O-])c1
    x | u
- COc1ccc2cc(C(C)c3nc4ccccc4c(=O)n3N)ccc2c1 (stereo not given)
    x | i
- COc1ccc(CCNC(=O)/C(C#N)=C/c2ccc(OCC(=O)NCC3CCCO3)cc2)cc1OC (stereo not given)
    x | u
- CCCCC1CC(CSc2ncn[nH]2)OC1=O (stereo not given)
    8 | 7%

Rewritten field by field: part of the list above
COCCSc1ccccc1C(=O)Nc1ccc2c(c1)OCCO2
  S3 lipid droplet cell count max = x | S3 lipid droplet = u

O=C(NCc1ccco1)C1CCN(S(=O)(=O)Cc2ccccc2)CC1
  S3 lipid droplet cell count max = -2 | S3 lipid droplet = -1%

COc1ccc(C2OCC3(CO2)SC(=O)NC3=O)cc1 (stereo not given)
  S3 lipid droplet cell count max = x | S3 lipid droplet = u

O=S1(=O)CCO[C@H]2Cc3ccccc3[C@H]2N1Cc1ccccc1F
  S3 lipid droplet cell count max = x | S3 lipid droplet = u

Next part:
The line under a structure holds: S3 lipid droplet cell count max | S3 lipid droplet
- Cc1cc2oc(C(=O)N(Cc3ccccc3)c3ccccn3)cc(=O)c2cc1Cl
    7 | 6%
- Cc1ccc(CNC(=O)COc2cc(O)c3c(c2)OC(C)(C)CC3=O)cc1
    x | u
- O=C1c2ccccc2C(=O)N1CC(O)CN1CCOCC1 (stereo not given)
    0 | 7%
- Cc1ccccc1-c1ncc(CN2CCN(C3CCCC3)C(CCO)C2)cn1 (stereo not given)
    -6 | -11%
- Cc1cccc(CN2C3=NCCCN3c3ccccc32)c1
    x | u
- Cc1ccc(S(=O)(=O)N(CC2CO2)c2cc(Cl)ccc2Cl)cc1 (stereo not given)
    x | u
- CCC(CC)C1=NN2C(=N)/C(=C\c3cc(C)n(-c4cccc(C)c4)c3C)C(=O)N=C2S1
    x | u
- Cc1cc(/C=C2\SC(=S)N(Cc3ccco3)C2=O)c(C)n1-c1cccnc1
    x | 23µM*
- Cc1c(N2C(=O)c3cccc4cccc(c34)C2=O)cnn1C
    6 | -11%
- Cc1cc2nc(-c3cccc(NC(=O)c4ccc(Br)o4)c3C)oc2cc1C
    -28 | -6%
- Cn1ncc(Br)c1C(=O)N1CCCC1
    -23 | i
- O=C(CSc1ccc(-c2ccc(Br)cc2)nn1)N1CCOCC1
    x | u
- CN(C)S(=O)(=O)c1cccc(C(=O)NCC2CCCCC2)c1
    x | u
- CN(C)S(=O)(=O)c1ccc(C(=O)NCc2ccco2)cc1
    -1 | -4%
- CCCCCn1c(=O)c(F)cn(Cc2ccc(OC)c([N+](=O)[O-])c2)c1=O
    x | u
- CN(CC1CCN(CCc2cccc(C(F)(F)F)c2)CC1)C(=O)c1ccc(F)cc1F
    x | u
- COc1ccc2[nH]c(C(=O)N3CCNCC3)cc2c1OC
    x | u
- c1ccc(CSCCc2ccncc2)cc1
    x | u
- CC1CCN(C(=O)c2nc[nH]c2C(=O)O[C@H](C)c2ccccc2)CC1
    x | u
- O=C(c1ccccc1-n1cccc1)N1N=C(C(F)F)CC1(O)C(F)F (stereo not given)
    -10 | -1%
- O=C(c1ccc(F)cc1F)N1CCCC(c2nc(-c3ccc(F)cc3)no2)C1 (stereo not given)
    x | u
- COc1ccc(NS(=O)(=O)c2cc(NC(=O)C3CC3)ccc2N2CCOCC2)cc1
    x | u
- COc1ccc(NC(=O)NNC(=O)c2ccc(Cl)cc2Cl)cc1OC
    x | u
- CCOc1ccc(NC(=O)CN2C(=O)C3CCCN3C2=O)cc1 (stereo not given)
    x | i
- COC(=O)C/C=C/[C@@H](C)[C@@H](/C=N/OC[C@H]1O[C@H](c2ccccc2)C=C[C@@H]1Oc1ccc(OC)cc1)OC
    -5 | -6%
- Fc1cccc(Cl)c1CNc1ccc(N2CCCC2)cc1
    x | u
- COc1ccccc1C(=O)NC(=O)CSc1nncn1C
    x | u
- Cc1ccc(S(=O)(=O)N2CCN(C(=O)COC(=O)Cc3cccc(C(F)(F)F)c3)CC2)c(C)c1
    x | u
- CCn1ncc(/C=N\NC(=O)c2csc3ccccc23)c1C
    x | u
- O=C(c1ccccc1F)N1CCN(c2cnn(-c3cccc(Cl)c3)c(=O)c2Cl)CC1
    x | u
- CC(C)c1nnc(NC(=O)Cc2ccccc2[N+](=O)[O-])s1
    5 | 5%
- O=C(Cc1ccc(Br)cc1)Nc1ccc2[nH]ncc2c1
    5 | 23%
- CCCCC(=O)Nc1ccc(NC(=O)c2cnccn2)cn1
    3 | -6%
- CNc1nc(-c2ccccc2)[n+](-c2ccc(C)cc2)s1
    x | u
- N#Cc1c(/N=C\c2ccc(O)c([N+](=O)[O-])c2)sc2c1CCCC2
    -4 | 18%
- CN(C)C=NC(=O)c1cc(C(=O)c2ccc(Cl)cc2)c[nH]1
    x | u
- Cc1cccc(N2CC(C(=O)Nc3nnc(SCC(=O)Nc4nccs4)s3)CC2=O)c1 (stereo not given)
    x | u
- CCc1nc(NC(=O)Cc2csc(C)n2)sc1C(=O)OC
    x | 25%
- CCOc1c(C(=O)CC)cc2c(C)cc(=O)oc2c1C
    -7 | 2%
- CC1CCC(NCC(=O)Nc2cccc(S(N)(=O)=O)c2)CC1 (stereo not given)
    x | u
- COc1ccccc1/C=C/C(=O)NCC(=O)N/N=C/c1ccc(C)o1
    -3 | 0%
- Cc1nc(NC(=O)c2ccco2)sc1-c1csc(Nc2ccc(Cl)cc2)n1
    x | u
- Cc1ccc(C(=O)N/C(=C\c2cn(S(=O)(=O)N(C)C)c3ccccc23)C(=O)NCCCN2CCOCC2)cc1
    x | i
- CN(C(=O)CCN1C(=O)c2ccccc2C1=O)c1ccccc1
    -6 | i
- Cc1ccc(-n2ncc3c(=O)n(CC(=O)N(C)C)cnc32)cc1C
    x | u
- CCOc1cc(/C=N\Nc2ccc([N+](=O)[O-])cc2)ccc1OCC(=O)Nc1ccc(C)c(C)c1
    x | u
- COCC(C)n1c(C)cc(C(=O)CSc2ncccn2)c1C (stereo not given)
    16 | -5%
- NC(=O)c1cc(S(=O)(=O)NCCCc2ccco2)cs1
    -6 | -1%
- Cc1cc(Cl)ccc1OCC(=O)N1CCCCC1
    x | i
- CN(Cc1cccs1)S(=O)(=O)c1ccc(Cl)cc1F
    12 | i
- Cc1ccc2c(c1)N(C(=O)CCC(=O)NCCN1CCOCC1)CC(C)O2 (stereo not given)
    x | u
- CC(Sc1nc(N)cc(=O)[nH]1)C(=O)Nc1nc2c(s1)CCCC2 (stereo not given)
    x | u
- CC(C)(C)OC(=O)N1CCC(C(=O)O)CC1
    14 | 4%
- COc1ccc2cc(C3=CC(=O)C[C@H](c4ccc5c(c4)OCO5)C3)ccc2c1
    x | u
- Cc1cc(NC(=O)COC(=O)Cn2c(C)csc2=O)ccc1Br
    x | u
- C1CN=C(NC23CC4CC(CC(C4)C2)C3)C1
    -8 | -2%
- O=C(c1cc(-c2ccncc2)nc2c(Cl)cccc12)N1CCN(c2ccccc2F)CC1
    11 | -10%
- CCCCn1nc(CC(=O)NCCN(CC)CC)c2ccccc2c1=O
    6 | 3%
- Cc1nc(NC2=NC(C(=O)Nc3ccc(Cl)cc3)CC(=O)N2)nc2ccccc12 (stereo not given)
    -6 | -18%
- O=C(Nc1nnc(C2CC2)s1)C1=NN(C2CCS(=O)(=O)C2)C(=O)CC1 (stereo not given)
    x | u

Next part
The line under a structure holds: S3 lipid droplet cell count max | S3 lipid droplet
- CC(=O)Nc1ccc(S(=O)(=O)N2CCN(Cc3csc(C)n3)CC2)cc1
    x | u
- CCCCCCCNC(=O)C1(CC2CC(c3ccc(Cl)cc3)=NO2)CCN(C(=O)C2CCCC2)CC1 (stereo not given)
    x | u
- O=C(CC1N=C2c3ccccc3N=C(SCc3ccc(F)cc3)N2C1=O)NCc1ccco1 (stereo not given)
    x | u
- Cc1cc(C)cc(N(C(=O)c2csnn2)C(C(=O)NC(C)(C)C)c2cccnc2)c1 (stereo not given)
    x | u
- Cc1ccccc1C1NC(c2ccccc2C)C(C)C(=O)C1C (stereo not given)
    x | u
- O=C(NCCOc1ccc(Cl)cc1)C1CC(=O)N(c2ccc3c(c2)OCCO3)C1 (stereo not given)
    -17 | 13%
- CN(Cc1nc(-c2cnccn2)no1)CC(O)c1ccccc1 (stereo not given)
    2 | 1%
- CN1C(CC(=O)Nc2ccc(Cl)cc2Cl)c2ccccc2CC1(C)C (stereo not given)
    x | u
- O=C(CCc1ccccn1)N1CCCC(N2CCN(c3ccc(F)cc3)CC2)C1 (stereo not given)
    x | u
- COc1cccc(NC(=O)C2CCN(S(=O)(=O)c3ccc4c(c3)N(C(C)=O)CCO4)CC2)c1
    x | u
- COc1ccc(N2CCN(C(c3cccc(OC)c3OC)c3nnnn3C3CCCC3)CC2)cc1 (stereo not given)
    x | u
- COc1cc(NC(=O)c2cc([N+](=O)[O-])ccc2NC(=O)CNC2CCCCC2)cc(OC)c1
    16 | i
- Fc1cccc(CNc2ncnc3ccc(-c4cccc(Cl)c4)cc23)c1
    12 | 27%
- O=C(O)c1cccc(N2C(=O)CSC2c2ccccc2)c1 (stereo not given)
    23 | 6%
- COc1ccccc1C1CC(c2ccc(Cl)cc2Cl)Nc2nc(N)nn21 (stereo not given)
    17 | -1%[9.22 µM]
- Cc1cc(C)c(CN2CCN(C(=O)Cn3ccc(NC(=O)OCc4ccccc4)nc3=O)CC2)c(C)c1
    x | u
- COc1ccc(NC(=O)C2CCN(S(=O)(=O)c3ccc4c(c3)NC(=O)CO4)CC2)cc1
    x | u
- COC(=O)CCNC(=O)Cn1cnc2sc3c(c2c1=O)CCCC3
    2 | 2%
- CCCC(=O)Nc1ccc2c(c1)Cc1ccccc1-2
    x | u
- Cc1cc(C)c2c(CN3CC(C)OC(C)C3)cc(=O)oc2c1C (stereo not given)
    -15 | i
- CCn1c(/C=C2\C(=O)Nc3ccccc32)nc2ccccc2c1=O
    x | u
- CCCCn1c(N)c(N(CC(C)C)C(=O)CCCSc2nncs2)c(=O)[nH]c1=O
    x | u
- CN(C)c1ccc(/C=N/NS(=O)(=O)c2ccc(Br)cc2)cc1
    x | u
- Cc1cc(C)c2nc(NC(=O)CN3C(=O)NC4(CCCC4)C3=O)sc2c1
    x | u
- COC(=O)c1cc(-c2cc(OC)ccc2OC)nc2c1c(=O)n(C)c(=O)n2Cc1ccccc1
    36 | i
- Cc1cccc(S(=O)(=O)NNC(=O)c2cc(-c3ccc(F)cc3)nc3ccccc23)c1
    x | u
- Cc1cc(C)cc(NC(=O)CSc2nc3ccncc3[nH]2)c1
    x | u
- COC(OC)c1ccnc(-c2ccc(OC(=O)c3ccc(F)cc3)cc2)n1
    x | u
- CN(C/C=C/c1ccccc1[N+](=O)[O-])Cc1ccccc1
    x | u
- Cn1nnnc1-c1cc(Br)ccc1NC(=O)c1ccccc1
    3 | 11%
